procasp7 counter – activates human procaspase-7, counter-screen for procaspase-3 activators. P55210. recombinant procaspase-7, Ac-DEVD-pNA absorbance 405 nm; D23A/D198A/D206A triple mutant, cannot self-cleave; scale: DMSO 0, 5 µM enzyme 100. activation, % at 8.5 µM. hit rate 0.093% among 330,000;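 active = percent activation above the screen-wide mean plus 3 SD, cut at about 25% in these data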
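Assay system: Uncleavable procaspase-7 mutant enzyme | Input: 2 µM procaspase-7 mutant as dispensed | Timing: 1 h compound preincubation, 2 h substrate cleavage, 25 °C | Repeats: One well per compound | Control set: DMSO wells as 0%, DMSO with 5 µM added PC-7 as 100% | Technique: Epi-absorbance of released pNA at 405 nm, two timepoints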
Fh CTSL1 inh – cathepsin L1 inhibition, PFM18AAP counter-screen; hit rate 0.49% among 300,000; inhibition, % at 5.96 µM; recombinant F. hepatica cathepsin L1, Z-Leu-Arg-MCA fluorescence;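 active = inhibition above the mean of all tested compounds plus 3 SD, set per screening campaign, cut at about 17% in these data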;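 note: 0% = plate median of test compound wells and 100% = 1 µM Z-Phe-Ala-diazomethylketone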
GRK2 aptamer HTS – blocks RNA aptamer binding to human GRK2; P25098; bead flow cytometry, FAM-aptamer displacement from GRK2; inhibition of aptamer binding, % at 10 µM; hit rate 0.59% among 330,000; AID 488847;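 active = inhibition of aptamer binding above 40%, roughly 3 SD of noise, on plates passing a quality check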;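 note: median bead fluorescence of bound FAM aptamer so fluorescent compounds give negative values; no value below 0 was filed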
VLA-4 inh – inhibition in a human VLA-4 binding assay | VLA-4 expressing cells, ligand binding flow cytometry | inhibition, % (about 7 µM as worked out from the volumes in the protocol) | hit rate 0.2% among 330,000 | AID 2557; in the data active = inhibition above about 50%
HCV core dimer – blocks dimerization of HCV core protein; TR-FRET GST/Flag-core106 dimerization, 1536-well; inhibition, % at 5 µM; hit rate 0.33% among 300,000;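 active = inhibition above the mean of all tested compounds plus 3 SD, set per screening campaign, cut at about 45% in these data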
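System – GST-tagged and Flag-tagged HCV core protein residues 1-106 · Repeats – one well for each compound · Technique – TR-FRET 671 and 617 nm emission · Doses – one concentration, 5 µM, in 0.5% DMSO · Times – 4 h, 22.5 °C incubation · Also added – Eu donor and XL665 acceptor anti-tag antibodies · Measure – percent inhibition of core106 dimerization signal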
PP5 primary – PP5 (human) phosphatase inhibition. purified PP5c, OMFP substrate fluorescence. hit rate 0.18% among 320,000. inhibition, % at 6.7 µM;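 active = inhibition above the campaign's mean inhibition across all tested compounds plus 3 SD, cut at about 9.5% in these data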;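 note: 0% = DMSO only and 100% = 100 µM cantharidin control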
proCasp3 act – procaspase-3 (human) activation | AID 463141 | recombinant procaspase-3 D3A, Ac-DEVD-pNA absorbance 405 nm | hit rate 0.11% among 330,000 | P42574 | activation, % at 8.5 µM;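 active = activation above the mean of all tested compounds plus 3 SD, cut at about 21% in these data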;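 note: 0% = DMSO alone and 100% = DMSO wells spiked with extra 5 µM PC-3 D3A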
Target sequence (P42574 whole entry D9A/D28A/D175A): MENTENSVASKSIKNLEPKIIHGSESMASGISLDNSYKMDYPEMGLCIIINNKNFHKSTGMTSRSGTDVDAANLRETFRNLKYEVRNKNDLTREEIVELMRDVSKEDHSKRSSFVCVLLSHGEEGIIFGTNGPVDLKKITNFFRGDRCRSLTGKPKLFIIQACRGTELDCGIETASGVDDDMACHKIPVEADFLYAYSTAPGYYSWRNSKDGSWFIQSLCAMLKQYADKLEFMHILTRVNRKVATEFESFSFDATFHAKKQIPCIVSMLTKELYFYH
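assay system = Procaspase-3 D3A mutant | signal = absorbance at 405 nm, 0 and 120 min | times = 1 h preincubation plus 2 h reaction at 25 °C | repeats = single replicate | read-out = % activation between DMSO and enzyme-spiked controls | medium = Zinc-free HEPES saline buffer with Triton X-100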
PP1 counter – PP1-alpha (human) inhibition in PP5 counter-screen; P62136; purified PP1alpha, OMFP fluorescence; inhibition, % at 6.7 µM; hit rate 0.9% among 320,000; AID 2235;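 active = inhibition above the mean inhibition of all tested compounds plus 3 SD, computed separately for each screening campaign, cut at about 15% in these data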
Target sequence (P62136 whole entry, looked up): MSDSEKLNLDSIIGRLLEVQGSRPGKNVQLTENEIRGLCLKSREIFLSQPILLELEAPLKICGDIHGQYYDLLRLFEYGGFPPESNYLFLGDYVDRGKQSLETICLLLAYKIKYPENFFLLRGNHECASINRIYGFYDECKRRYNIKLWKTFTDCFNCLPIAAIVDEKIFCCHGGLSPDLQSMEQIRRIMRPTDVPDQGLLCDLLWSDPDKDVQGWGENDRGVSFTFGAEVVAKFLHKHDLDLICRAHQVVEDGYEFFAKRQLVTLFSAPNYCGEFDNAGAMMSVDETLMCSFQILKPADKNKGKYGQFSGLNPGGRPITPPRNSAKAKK
GASC-1 inh – inhibitors of human GASC-1 (JMJD2C) demethylase | hit rate 0.069% among 330,000 | GST-JMJD2C(1-420) H3K9me3 demethylation, DELFIA europium | inhibition, % at 2.35 µM | Q9H3R0 | AID 2099;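 active = more than half of a compound's replicate wells show inhibition beyond 50%, single wells judged on their own value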;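 note: signal counts dimethyl H3K9 product captured on neutravidin plate; 0% = median of DMSO wells and 100% = 0.3 times that DMSO median; strong numbers were not always called active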
Target sequence (Q9H3R0 1-420 limits assumed): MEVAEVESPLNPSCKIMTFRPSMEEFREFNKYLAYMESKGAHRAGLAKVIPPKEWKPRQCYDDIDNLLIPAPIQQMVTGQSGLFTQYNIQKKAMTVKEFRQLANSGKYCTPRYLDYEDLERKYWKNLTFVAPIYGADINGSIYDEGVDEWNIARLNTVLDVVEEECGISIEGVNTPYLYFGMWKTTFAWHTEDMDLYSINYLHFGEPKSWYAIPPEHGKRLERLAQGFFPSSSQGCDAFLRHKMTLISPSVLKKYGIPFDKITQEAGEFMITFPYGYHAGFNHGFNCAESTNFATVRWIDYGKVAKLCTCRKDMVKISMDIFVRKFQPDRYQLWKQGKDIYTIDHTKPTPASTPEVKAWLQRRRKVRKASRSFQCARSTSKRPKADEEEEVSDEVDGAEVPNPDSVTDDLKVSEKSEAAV
Active calls of the source: *; . = not tested or not shown; & = joins results of further samples.

nr	Molecule	procasp7 counter	Fh CTSL1 inh	GRK2 aptamer HTS	VLA-4 inh	HCV core dimer	PP5 primary	proCasp3 act	PP1 counter	GASC-1 inh
1	COc1cc(OC)c2c(-c3ccccc3)cc(=O)oc2c1C(CCN1CCCC(C)C1)c1ccc2c(c1)OCO2 (centres undefined)	5	1	0	40	8	0.9	2	12	-3
2	COc1ccc(F)cc1S(=O)(=O)Nc1ccc2c(c1)OCCO2	8	3	2	28	7	-0.2	1	-2	15
3	Nc1ccc(S(=O)(=O)Nc2nccc(/C=C/c3ccc(Cl)cc3Cl)n2)cc1	11	3	0	11	14	-3.5	10	19*	6
4	CCc1c(C(=O)NCCc2cccc(C)c2)[nH]c(C)c1C(C)=O	3	1	2	-92	-4	-2.2	1	-2	-1
5	Cc1nc2c(C)c(C)c(C)c(C)c2nc1C	8	1	0	0	-4	-0.2	-4	-3	4
6	COc1cccc(/C=C/C(=O)OCC(=O)NCc2ccco2)c1	5	-16	5	15	11	1.0	-2	-3	19
7	NC(=O)CN1CCN(c2ccccc2F)CC1	3	8	1	9	3	0.4	-1	0	-7
8	COc1ccc(OC)c(CNC(=O)c2coc(=O)c3ccccc23)c1	5	16	0	-9	-11	-5.7	4	-1	-3
9	COc1ccc(NC(=O)c2ccc3snnc3c2)cc1	-1	5	0	14	-2	1.4	-3	-1	-4
10	COc1cnn(-c2ccccc2)c(=O)c1SCc1ccc(Cl)c(Cl)c1	-19	-3	0	13	-52	5.7	-4	1	9
11	CCCCNC(=O)CSc1nnc(Cc2ccccc2)n1CC1CCCO1 (centres undefined)	2	1	0	1	-2	-0.7	-2	1	0
12	O=C(c1ccc(-c2cccc(C(F)(F)F)c2)o1)N1CCOCC1	-1	-2	0	5	-1	4.3	0	0	2
13	CSc1cccc(NC(=S)Nc2cc(C)ccc2C)c1	-13	-4	1	1	4	2.2	-11	-3	-18
14	CN(CCNC(=O)c1ccc(CS(=O)(=O)c2c(Cl)cccc2Cl)o1)CCc1ccccc1	3	-5	0	4	5	-0.4	11	-2	-7
15	Cc1ccc(NC(=O)C(C)OC(=O)c2ccc(NC(=O)CC#N)cc2)cc1S(=O)(=O)N1CCOCC1 (centres undefined)	2	3	3	-3	26	-3.0	-2	2	0
16	CC(C)N(Cc1ccccc1)C(=O)CN1C(=O)COc2ccc(S(=O)(=O)N3CCCCCC3)cc21	5	5	1	-11	17	0.8	0	5	7
17	CCCCCCn1cc(C(=O)OCC)c(=O)c2cc(F)c(F)cc21	10	4	5	-2	7	2.3	7	2	7
18	O=C1CC(c2ccco2)CC(O)=C1C=NCC1CCNCC1 (centres undefined)	-1	-1	0	92*	-6	0.8	-3	-2	16
19	COc1ccccc1C1=NOC(Cn2c(NCCOCCO)nc3c2c(=O)n(C)c(=O)n3C)C1 (centres undefined)	3	-1	0	16	-6	-1.1	3	-2	-6
20	O=C(Nc1ccc2c(c1)OCCO2)C1CC1c1ccccc1 (centres undefined)	7	-2	0	13	10	3.5	2	-2	2
21	Fc1ccc(-c2csc(N3CCOCC3)n2)cc1	-3	5	0	-1	3	-0.2	5	-2	1
22	COc1ccc(S(=O)(=O)N2CCC(C(=O)NCCC(=O)Nc3cccc(OC)c3)CC2)cc1	-2	1	0	1	-3	0.3	6	-4	8
23	Nc1ccccc1-c1ccccc1N	0	2	0	12	-5	-1.2	4	-1	-5
24	CCN1CCN(c2cc(C)c3cc(NC(=O)c4cccs4)ccc3n2)CC1	14	-2	0	14	-5	-0.1	8	1	0
25	CN(C)CCNC(=O)c1c(CSc2ccc(Cl)cc2)noc1C(=O)NCc1ccccc1	2	4	0	19	10	-1.0	3	-4	-1
26	O=C(OCc1ccc(Cl)c(Cl)c1)c1cccnc1Cl	3	1	0	8	6	2.6	4	10	-5
27	COc1ccc(/C=C(/NC(=O)c2ccco2)C(=O)N2CCCC2=O)cc1	1	3	0	4	-5	-2.9	5	1	59
28	O=C(COC(=O)c1ccc2c(c1)OCO2)Nc1ccccc1	-2	7	5	9	1	0.6	-6	-2	-3
29	COc1ccc(NC(=O)CSc2nc3ccccc3c(=O)n2CCCN2CCCCC2)c(OC)c1	-2	1	1	12	-5	-2.3	-4	1	117
30	CN(C)c1ccnc2c[cH-]cc12.[Fe].c1ccc(-[c-]2[c-](-c3ccccc3)[c-](-c3ccccc3)[c-](-c3ccccc3)[c-]2-c2ccccc2)cc1 (centres undefined)	5&8	-2&0	0&0	1&15	15&-8	-0.5&3.0	8&3	3&2	2&-3
31	Cc1cc(=O)oc(C)c1C(=O)Nc1ccccc1F	6	2	1	19	-7	-2.1	6	-1	0
32	CC(C)(C)OC(=O)NCCCC[C@H](NC(=O)c1[nH]cnc1C(=O)Nc1ccc(Cl)cc1)C(=O)OC(C)(C)C	11	5	0	30	-5	8.9	-2	5	-4
33	COc1cccc(C2CC(c3ccccc3C)n3nc(N)nc3N2)c1 (centres undefined)	-4	1	2	11	0	2.5	9	-4	-1
34	Cc1cc2cccc(C)c2nc1SCC(=O)NCC1CCCO1 (centres undefined)	5	1	1	2	6	3.1	-1	-2	12
35	Cc1ccc(/C=C/c2ccc(=O)n(Cc3ccc(F)cc3)n2)cc1	0	3	24	15	1	4.4	3	1	-26
36	COc1ccc(CNC(=O)CCCn2nc(C)c3c(C)n(-c4ccc(C)cc4)nc3c2=O)cc1OC	4	3	1	18	0	-0.8	0	2	-9
37	CCn1c(SCC(=O)NCc2ccco2)nnc1-c1ccc(N)cc1	-13	1	2	17	-4	0.7	3	3	-5
38	COC(=O)/C(=C/c1ccco1)NC(=O)c1ccco1	-11	0	0	10	-6	-0.5	-1	-2	-4
39	CC[C@@H](NS(=O)(=O)c1ccc(C)cc1)C(=O)Oc1ccc2c3c(c(=O)oc2c1)CCC3	5	10	0	10	4	-2.4	-8	5	8
40	CCN(CC)C(=O)CC(c1ccc2c(c1)OCO2)c1c(O)cc(OC)cc1OC (centres undefined)	2	-3	0	-6	-3	-0.8	-2	-4	-3
41	COc1ccc(C(C)=O)cc1COc1cc(C)c(Cl)c(C)c1	-1	-3	0	-4	-6	1.5	-4	-2	-3
42	CCN(CC(=O)Nc1c(C(=O)OC)[nH]c2ccccc12)c1ccc2c(c1)OCO2	-18	2	3	9	-11	1.1	-2	5	12
43	O=C(COC(=O)c1cccc(O)c1)c1ccccc1	2	-2	4	14	3	1.2	3	-9	-6
44	COc1ccc(CC(=O)N2CCOCC2)cc1OC	6	-4	0	-1	-2	4.2	-7	-1	-7
45	Cc1[nH][nH]c(=O)c1C=NCc1cccnc1	9	1	11	-17	1	2.8	4	-1	-10
46	CCc1cccc(C)c1NC(=O)CN1C(=O)NC(CCc2ccccc2)C1=O (centres undefined)	8	.	0	-5	.	.	4	.	1
47	CCOC(=O)C1Cn2c(nc3c(c2=O)C2(CCCC2)Cc2ccccc2-3)S1 (centres undefined)	9	5	3	-15	3	0.9	0	0	.
48	Cn1c(SCC(=O)Nc2ccc(C(N)=O)cc2)nc2c(c1=O)SCC2	-8	2	0	12	16	1.2	-4	-2	8
49	CN1/C(=C\C(=O)CSc2nnc(NCc3ccccc3)s2)C(C)(C)c2ccccc21	-14	-4	0	2	-3	3.5	-21	5	-7
50	COc1ccc(N2C(=O)CC(Sc3nnc(-c4ccccc4F)n3C)C2=O)cc1 (centres undefined)	-35	-3	3	0	-2	-1.6	-31	0	-1

5 of the compounds above, with one line to a screen:
[36] COc1ccc(CNC(=O)CCCn2nc(C)c3c(C)n(-c4ccc(C)cc4)nc3c2=O)cc1OC
[29] COc1ccc(NC(=O)CSc2nc3ccccc3c(=O)n2CCCN2CCCCC2)c(OC)c1
[41] COc1ccc(C(C)=O)cc1COc1cc(C)c(Cl)c(C)c1
[43] O=C(COC(=O)c1cccc(O)c1)c1ccccc1
[42] CCN(CC(=O)Nc1c(C(=O)OC)[nH]c2ccccc12)c1ccc2c(c1)OCO2
assay / compound	36	29	41	43	42
procasp7 counter	4	-2	-1	2	-18
Fh CTSL1 inh	3	1	-3	-2	2
GRK2 aptamer HTS	1	1	0	4	3
VLA-4 inh	18	12	-4	14	9
HCV core dimer	0	-5	-6	3	-11
PP5 primary	-0.8	-2.3	1.5	1.2	1.1
proCasp3 act	0	-4	-4	3	-2
PP1 counter	2	1	-2	-9	5
GASC-1 inh	-9	117	-3	-6	12

Just proCasp3 act, for two of the compounds above:
cpd | Molecule | proCasp3 act
43 | O=C(COC(=O)c1cccc(O)c1)c1ccccc1 | 3
44 | COc1ccc(CC(=O)N2CCOCC2)cc1OC | -7

Continuation:
nr	Molecule	procasp7 counter	Fh CTSL1 inh	GRK2 aptamer HTS	VLA-4 inh	HCV core dimer	PP5 primary	proCasp3 act	PP1 counter	GASC-1 inh
51	C=CCn1c(COc2ccc(OC)cc2)nc2ccccc21	6	-1	0	0	1	5.0	9	-4	-12
52	N#CCN(C(=O)COC(=O)C1CC2CCCC(C1)C2=O)c1ccccc1 (centres undefined)	-3	1	0	0	-7	-3.0	3	8	0
53	CNS(=O)(=O)c1cccc(C(=O)OCc2cc(Cl)cc3c2OCOC3)c1	10	1	0	13	3	0.4	3	-3	3
54	COc1cc(/C=C/c2nc3ccccc3c(=O)[nH]2)cc(OC)c1OC	-5	1	4	5	3	3.1	-8	1	2
55	O=C(COc1ncnc2cc([N+](=O)[O-])ccc12)N(CCc1ccccc1)Cc1ccccc1	5	1	0	15	13	0.6	-7	0	1
56	CCc1ccc(-n2c(=O)c3ccccc3n3c(=S)[nH]nc23)cc1	-13	5	0	-14	-8	0.6	-3	0	-14
57	Cc1cc(N2CCN(C)CC2)n2nc(-c3ccc(Cl)cc3)nc2n1	0	3	0	-6	3	1.9	4	-1	5
58	COc1ccc(OC)c(NC(=O)COC(=O)/C=C/c2ccco2)c1	-1	.	17	-11	.	.	1	.	1
59	CCN(CC)C(=O)CSc1nnc2nnc3cc(C)ccc3n12	1	2	1	-3	-1	-0.2	-8	-2	7

Results in sequence from the entries so far.
HCV core dimer for nos. 51–59, in order: 1, -7, 3, 3, 13, -8, 3, ., -1
GRK2 aptamer HTS for nos. 51–59, in order: 0, 0, 0, 4, 0, 0, 0, 17, 1
PP1 counter for nos. 51–59, in order: -4, 8, -3, 1, 0, 0, -1, ., -2

Source: PubChem BioAssay
